From PubChem
14-3-3 PPI: modulators of 14-3-3 gamma protein binding, primary screen, biochemical, fluorescence polarization | 160,000 tested, 0.19% active | inhibition, % at 40 µM | 14-3-3 protein gamma (Homo sapiens), P61981 | AID 422, 2006 | FP, 14-3-3gamma / TMR-pS259-Raf peptide binding; in the data active = inhibition above about 30%;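 also: 0% = protein plus tracer without compound and 100% = blank with tracer alone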
Target sequence (P61981 whole entry, looked up): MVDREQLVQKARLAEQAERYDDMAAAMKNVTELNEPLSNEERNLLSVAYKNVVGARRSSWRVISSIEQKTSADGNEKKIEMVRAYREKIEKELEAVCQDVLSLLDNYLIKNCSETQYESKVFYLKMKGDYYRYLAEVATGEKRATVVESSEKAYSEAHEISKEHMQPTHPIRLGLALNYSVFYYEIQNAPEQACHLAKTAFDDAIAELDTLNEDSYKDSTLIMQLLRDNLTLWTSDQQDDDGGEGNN
The depositor's hits bear a star; & = joins results of further samples. This is a subset; the hit share may differ from the screen's.

Preview, 3 compounds:
14-3-3 PPI | Compound
3.6 | COc1ccc(S(=O)(=O)N(CCN2CCOCC2)Cc2cc(OC)ccc2OC)cc1
-4.8 | COc1ccc(N2C(=O)CC(N3CCC(C(=O)O)CC3)C2=O)cc1 (stereo unspecified)
-11.8 | Cc1ccc(Nc2nnc(-c3ccc(C)c(S(=O)(=O)NC(C)(C)CO)c3)c3ccccc23)cc1

Results, repeating the preview:
14-3-3 PPI | Compound
3.6 | COc1ccc(S(=O)(=O)N(CCN2CCOCC2)Cc2cc(OC)ccc2OC)cc1
-4.8 | COc1ccc(N2C(=O)CC(N3CCC(C(=O)O)CC3)C2=O)cc1 (stereo unspecified)
-11.8 | Cc1ccc(Nc2nnc(-c3ccc(C)c(S(=O)(=O)NC(C)(C)CO)c3)c3ccccc23)cc1
-9.2 | CCOc1ccc(CCNC(=O)C2CCN(c3nn4c(=O)cc(C)nc4s3)CC2)cc1
1.7 | O=C1NCCCC1C(=O)N1CCCC1 (stereo unspecified)
-1.3 | CCOC(=O)CSC1=C(C#N)C(c2ccccc2OCC)C(C#N)C(=O)N1 (stereo unspecified)
0.0 | CCC1Oc2ccc(Cl)cc2N(CC(=O)NCCC2=CCCCC2)C1=O (stereo unspecified)
-4.4 | CCN(C(=O)C1c2ccccc2Oc2ccccc21)c1ccccc1
-17.4 | CCC(C)(C(=O)NC1CCCC1)N(Cc1ccco1)C(=O)c1ccc(=O)[nH]c1 (stereo unspecified)
-3.8 | O=C(O)c1ccc(-n2c(=S)[nH]c3ccsc3c2=O)cc1
-1.2 | O=C(c1ccc(Cn2c(=O)[nH]c3ccccc3c2=O)cc1)N1CCN(c2cccc(C(F)(F)F)c2)CC1
-0.5&-9.5 | COc1ccc2c(-c3ccccc3)cc3nnnn3c2c1
-9.2&-2.4 | O=C(C1Cc2ccccc2CN1S(=O)(=O)c1ccc(F)cc1)N1CCCCCC1 (stereo unspecified)
-5.9&6.0 | O=C(N1CCN(CCO)CC1)N1c2ccccc2C=Cc2ccccc21
9.3 | COc1ccccc1C1C2=C(CCCC2=O)N(CC(=O)O)C2=C1C(=O)CCC2
-443.2 | COc1ccc(-c2nnc(NC(=O)c3ccc(S(=O)(=O)N4CC(C)OC(C)C4)cc3)o2)c(OC)c1 (stereo unspecified)
-0.9 | CCCCC(=O)Nc1nnc(N=Cc2ccccc2Cl)s1
-10.2 | COc1cc2c(cc1OC)C(C(=O)N(C)c1ccc(Cl)cc1)C(c1cccnc1)N(C)C2=O (stereo unspecified)
4.2 | CC(=O)Nc1ccc(S(=O)(=O)N(C)CC(=O)Nc2ccccc2N2CCOCC2)cc1
-8.0 | COc1cc2c(cc1OC)-c1cc(N3CCCc4ccccc43)nc(=O)n1CC2
-8.7 | CCOC(=O)c1c(NC(=O)c2cccc(OC)c2)sc2c1CCCCC2
-21.3 | Nc1cc(OC(=O)c2cccc3ccccc23)nn1S(=O)(=O)c1ccc(Cl)cc1
1.5 | CCCCNC(=O)CCn1c(=O)c2ccccc2n(Cc2cc(C)ccc2C)c1=O
-11.2 | COc1ccc(Cn2c(SCC(=O)Nc3cc(C(F)(F)F)ccc3Cl)nc3cc4c(cc3c2=O)OCO4)cc1
-4.0&-10.4 | Cc1ccc(-n2nc(C(=O)NCc3ccco3)c3c4ccccc4n(C)c3c2=O)cc1
2.4 | CSc1nnc(Cn2c(=O)sc3ccccc32)n1-c1ccccc1
-7.5 | Cc1cccc(N2CCN(c3ccc(N4C(=O)C5C6C=CC(C6)C5C4=O)cc3[N+](=O)[O-])CC2C)c1 (stereo unspecified)
-3.1 | CC1=C(C(N)=O)C(c2ccccc2)n2nc(-c3cccc(C)c3)nc2N1 (stereo unspecified)
10.7 | COc1cc(NC(=O)c2cc3c(CO)cnc(C)c3oc2=Nc2ccccc2)cc(OC)c1
-3.1 | CN1C(=S)SC(N(O)C(=O)NC2CCCCC2)C1(C)C (stereo unspecified)

Some of these compounds in order of molar mass, largest number first.
14-3-3 PPI | Compound
-7.5 | Cc1cccc(N2CCN(c3ccc(N4C(=O)C5C6C=CC(C6)C5C4=O)cc3[N+](=O)[O-])CC2C)c1 (stereo unspecified)
-21.3 | Nc1cc(OC(=O)c2cccc3ccccc23)nn1S(=O)(=O)c1ccc(Cl)cc1
-4.0&-10.4 | Cc1ccc(-n2nc(C(=O)NCc3ccco3)c3c4ccccc4n(C)c3c2=O)cc1

Other records follow:
14-3-3 PPI | Compound
-4.6 | O=C(O)Cn1c(SCC(=O)c2ccc(F)cc2)nc2ccsc2c1=O
-0.1 | CC(C)CC(=O)N1CCN(C(=O)CCC2CCCC2)CC1
-8.4 | COc1ccc(C(C(=O)NC2CCCC2)N2CCOCC2)cc1 (stereo unspecified)
-35.9 | O=C(Nc1cccc(C(F)(F)F)c1)c1cc2nc(-c3ccco3)cc(C(F)(F)Cl)n2n1
-11.2 | CCc1ccc(C(=O)CC2(O)C(=O)N(CC(N)=O)c3ccccc32)cc1 (stereo unspecified)
-1.6 | CCOc1cccc(C2C(C(=O)OC)=C(C)NC3=C2C(=O)CCC3)c1 (stereo unspecified)
1.2 | CN(C)CCNc1nc2c(c(=O)[nH]c(=O)n2C)n1CCCc1ccccc1
-2.8 | C=CCn1c(Cc2cccs2)nnc1SCC(=O)c1cccc(Br)c1
6.0 | CCCC(=O)Nc1c2c(nn1-c1ccc(OC)cc1)CSC2
-10.1 | CCCCN(C)C(=O)c1cn(C)c2ccc(S(=O)(=O)N3CCCC3)cc2c1=O
-8.5 | CCOc1cc(C2Nc3ccccc3C(=O)N2Cc2ccco2)ccc1O (stereo unspecified)
-1.7 | O=C(CC1Sc2ccc(C(F)(F)F)cc2NC1=O)Nc1cccc(Cl)c1 (stereo unspecified)
9.8 | COc1cc(S(=O)(=O)NC2CCCCC2C)ccc1Cl (stereo unspecified)
0.0 | CCC(=O)Oc1ccc(Cl)cc1C1Oc2nc(SC)nnc2-c2ccccc2N1C(=O)CC (stereo unspecified)
-12.5 | O=C(CSC1=NC(=O)C(Cc2ccccc2)C(=O)N1)Nc1cccc2ccccc12 (stereo unspecified)
-5.1 | CN(Cc1nc2ccccc2n1C)S(=O)(=O)c1ccc(F)cc1
0.9 | COc1cc(CNc2ccc(N3CCOCC3)cc2)cc(Cl)c1OCC(N)=O
-1.2 | O=C1CC(c2ccccc2I)c2cc(Br)c3ccccc3c2N1 (stereo unspecified)
-1.7 | CCOC(=O)c1nc(Nc2ccc3c(c2)OCO3)c2c3c(sc2n1)CCCC3
-0.1 | CC(=O)c1cccc(NC(=O)c2noc3c2CCCCC3)c1
-4.4 | Cc1ccc(-c2csc(NC(=O)c3cc(=O)c4ccccc4o3)n2)c(C)c1
-0.3 | O=C1c2ccccc2C(=O)c2c([N+](=O)[O-])ccc(N3CCOCC3)c21
-3.2 | COC(=O)c1ccc(C(=O)Nc2nc3ccc([N+](=O)[O-])cc3s2)cc1
-53.8 | CCN(CC)S(=O)(=O)c1ccc(Cl)c(C(=O)N2c3ccccc3Sc3ccccc32)c1
-6.8 | CC1CCCC(C)N1S(=O)(=O)c1ccc(NC(=O)c2ccccc2C(=O)N2CCOCC2)cc1 (stereo unspecified)
-4.5 | c1ccc(-n2nnnc2-n2cnc3ccccc32)cc1
-0.9 | COc1ccc(-c2csc3ncn(CC(=O)O)c(=O)c23)cc1OC
5.8 | CCNc1ccc(C(=O)OCC)cc1NC(=O)c1cccc(S(=O)(=O)N2CCOCC2)c1
-8.7 | Cc1cc(Cl)ccc1OCC(=O)Nc1ccc(CC#N)cc1
-7.3 | Cc1cc(C)cc(-n2c(=O)c3sccc3n(CC(=O)C(C)(C)C)c2=O)c1
4.0 | CC1CCc2cc(F)cc3c(O)c(C(=O)Nc4ccccn4)c(=O)n1c23 (stereo unspecified)
-5.9 | c1ccc(-c2nc(N3CCCCCC3)c3ccccc3n2)nc1
-1.5 | COC(=O)c1ccccc1NC1c2ccccc2C(=O)N1c1cccnc1 (stereo unspecified)
-26.8 | CCN(CC)S(=O)(=O)c1ccc(C(=O)N=c2sc3c4ccccc4ccc3n2CC)cc1
-5.2 | CN1C(C(=O)c2ccccc2)=C(NC(=O)c2ccccc2)c2ccccc2S1(=O)=O
-15.9 | CCOC(=O)c1c(C)oc2c(Cl)cc(NS(=O)(=O)c3cccs3)cc12
-2.0 | Cc1cc(OCC(=O)NCCN2CCOCC2)cc(C)c1Br
0.5 | Cn1c(=O)c2c(nc(NCc3ccc4c(c3)OCO4)n2Cc2ccccc2F)n(C)c1=O
-10.0 | COc1cccc(NC(=O)c2ccc3c(c2)N(CC(=O)N2CCCCC2)C(=O)C(C)(C)O3)c1
-38.1 | CCCCn1c(SCc2c(C)noc2C)nc2cc(S(N)(=O)=O)ccc21
-1.0 | COCCNC(=O)Cn1nc(-c2ccc(Cl)cc2)c2ccccc2c1=O
-1.9&7.1 | COc1ccccc1N(C(C)=O)C1SC(=O)N(c2ccccc2)C1=O (stereo unspecified)
2.5 | CCOC(=O)c1c(N2CCOCC2)cc(C)nc1C
-11.7 | Cc1ccc(-n2c(=O)c3c(C)c(C)sc3n(Cc3cc(=O)n4ccccc4n3)c2=O)cc1C
-9.0 | Cc1ccccc1Cc1c(C)nc2nc(SCC(=O)N3CCOCC3)nn2c1C
4.6 | O=[N+]([O-])c1cc(I)cc(-c2nnc(-c3ccccc3O)o2)c1
-1.6 | Cc1ccc(C(=O)NCCNc2ccc(C(F)(F)F)cc2[N+](=O)[O-])cc1
-1.9 | CCC(C)N(C(=O)COC(=O)c1cn(CC)c2nc(C)ccc2c1=O)C1CCS(=O)(=O)C1 (stereo unspecified)
-11.0 | CCOC(=O)N1CCN(S(=O)(=O)c2ccc(OC)c(Cl)c2)CC1
-2.0 | CCOC(=O)Cc1nnc(NC(=O)c2ccc(C)cc2)s1
0.2 | O=C1CN(c2nc3ccccc3n3cnnc23)CC(=O)N1CCc1ccccc1
3.1 | CC12CC(NC(=O)N1c1cccc(C(=O)NC3CCCC3)c1)c1cc(Cl)ccc1O2 (stereo unspecified)
0.7 | CCc1ccc(C2(O)CC(C(F)(F)F)=NN2C(=O)c2cccc(Br)c2)cc1 (stereo unspecified)
1.7 | COc1cc(N=Cc2c(O)[nH]c3ccccc23)cc(OC)c1OC
-5.7 | CC(C)Cn1c(Br)nc2c1c(=O)n(CCC#N)c(=O)n2C
-2.8 | CN1C(=O)CNC(=O)c2c1nc(N1CCOCC1)n2C
-6.6 | CCOC(=O)c1sc(N(Cc2ccccc2)C(=O)CN2C(=O)CN(C)C2=O)nc1C
4.7 | O=C(NCC1COc2ccccc2O1)c1cccc(Br)c1 (stereo unspecified)
-6.4 | O=C(NCc1ccccc1)c1ccc2c(=O)n(-c3cccc(C(F)(F)F)c3)c(=S)[nH]c2c1
-1.7 | CC(C)(C)c1cc(C(F)(F)F)nc(N)n1

Next part, overlapping the part above by two compounds.
14-3-3 PPI | Compound
-6.4 | O=C(NCc1ccccc1)c1ccc2c(=O)n(-c3cccc(C(F)(F)F)c3)c(=S)[nH]c2c1
-1.7 | CC(C)(C)c1cc(C(F)(F)F)nc(N)n1
5.7 | CCOc1ccccc1Nc1nc2ccccc2nc1NS(=O)(=O)c1ccc(Cl)cc1
-1.0 | c1cc(C(c2nnnn2C2CCCC2)N2CCOCC2)ccn1 (stereo unspecified)
-2.3 | O=C(O)CSc1c2c(nc3cc(C(=O)N4CCOCC4)ccc13)CCCC2
-70.5 | O=C1C=C(C=Cc2cccs2)CC(c2cccs2)C1n1cnc([N+](=O)[O-])c1 (stereo unspecified)
3.6 | CCCc1cc(Nc2cccc(OC)c2)n2ncnc2n1
-6.3 | O=c1c2ccccc2n(Cc2ccc(F)cc2)c(=O)n1CCc1ccccc1
-2.0 | O=C(CN(Cc1ccccc1)S(=O)(=O)c1ccccc1)NC1CC1
3.4 | CCCCCC(=O)Oc1ccc(C)cc1-n1nc2ccccc2n1
-11.1 | CCCN1CCN(C(=O)c2cnc(Nc3ccc(OC)cc3)c3ccccc23)CC1
-7.2 | COc1cc(CNCCO)ccc1OCC(=O)Nc1ccc(Br)cc1
-1.9 | CCc1ccc(-c2csc(NC(=O)c3ccc([N+](=O)[O-])cc3)n2)cc1
0.7 | N#Cc1ccccc1Cn1c(-c2cscn2)nc2ccccc21
-7.0 | COc1ccc(CCNC(=O)CN2N=C(c3ccccc3)CCC2=O)cc1OC
-6.7 | CCC(=O)Nc1ccc(C(=O)n2ccc(C)n2)cc1
0.8 | COCCCn1c(SCC(=O)OC2CCCCC2)nnc1-c1ccco1

Three records picked at random from the list so far, as already listed:
14-3-3 PPI | Compound
3.4 | CCCCCC(=O)Oc1ccc(C)cc1-n1nc2ccccc2n1
-2.3 | O=C(O)CSc1c2c(nc3cc(C(=O)N4CCOCC4)ccc13)CCCC2
-6.7 | CCC(=O)Nc1ccc(C(=O)n2ccc(C)n2)cc1

Other entries follow:
14-3-3 PPI | Compound
-0.4 | COc1cc(C)c(Cl)cc1S(=O)(=O)N(C)C
7.1 | O=C(Nc1nc(-c2ccc(F)cc2)cs1)c1cc([N+](=O)[O-])ccc1Cl
-1.9 | Cn1c(=O)c2c(SCc3ccccc3F)nc(-c3ccc(F)cc3)nc2n(C)c1=O
0.7 | NC1=NC(=O)C(CC(=O)Nc2cccc(Cl)c2)S1 (stereo unspecified)
3.2 | O=C(c1ccc2c(=O)n(-c3cccc(C(F)(F)F)c3)c(=S)[nH]c2c1)N1CCOCC1
-8.7 | COC(=O)c1[nH]c(C)c(/C(O)=C2\C(=O)C(=O)N(CCN(C)C)C2c2cc(OC)ccc2OC)c1C (stereo unspecified)
-3.3 | COc1ccc(C2(CN(C(C)=O)C(C)=O)CCCC2)cc1OC
-2.3 | COc1ccc(-c2cn3cccnc3n2)cc1F
-7.5 | COc1ccc(CCNC(=O)c2nnn(CC(=O)Nc3ccccc3)c2N)cc1OC
-6.3 | CCN(CC)S(=O)(=O)c1ccc(C(=O)N=c2sc3ccccc3n2CC)cc1
-17.9 | CC1CN(S(=O)(=O)c2cccc(C(=O)OCC(=O)Nc3ccc4c(c3)OCO4)c2)CC(C)O1 (stereo unspecified)
9.1 | CCn1c(Cc2cccs2)nnc1SCC(=O)Nc1ccc(OC)c(OC)c1
-24.2 | CC1(C)CCCN(C(=O)c2coc(=O)c(Br)c2)C1
3.0 | C/C(CCc1oc2ccccc2c1-c1ccc(C)o1)=N/O
5.6 | COc1ccc(C(=O)Nc2c3c(nn2C(C)(C)C)CSC3)cc1OC
-2.3 | Cc1ccc(N2C(=O)C3C4CCCC4=C4CCCC4C3C2=O)cc1Cl (stereo unspecified)
